Screening data deposited in PubChem by National Center for Advancing Translational Sciences (NCATS).
GLS inhibitor – blocks human kidney-isoform glutaminase activity. O94925. GLS enzymatic activity, qHTS titration. Potency, µM (top dose mostly 45.5 µM), inactives show at the highest dose activity change, negative = inhibition, most hits filed as inhibitors. actives 0.21% (n = 410,000); also: % is scaled to controls: 0 for no effect and ±100 for the full control effect
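hKGA in 45 mM KH2PO4 (pH 8.2), 0.02% Tween-20 with compound, then 1mM L-Glutamine (stock as added) plus glutamate oxidase/HRP/Amplex red coupling mix. Fluorescence read initially and after 30 min at RT; signal change reflects glutamate formation.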
Pin1 inh – blocks the human prolyl isomerase Pin1. Pin1 FP peptide displacement, HiFluor488, 10 min. Q13526. Potency, µM (doses to about 115 µM), without a hit: at the top dose activity, negative = inhibition, most hits filed as inhibitors. actives 0.009% (n = 390,000); active = well fitted inhibition curve with a large enough effect in the polarisation, with a control signal flat, not every such curve was filed as active; inconclusive = small, poorly fitted or top-dose-only effect, or effect the other way, or a change in a side signal; inactive = no such curve, though single readings can be large or run the other way; the % refers to the polarisation; also: % is scaled to controls: 0 for no effect and ±100 for the full control effect
Target sequence (Q13526 whole entry, looked up): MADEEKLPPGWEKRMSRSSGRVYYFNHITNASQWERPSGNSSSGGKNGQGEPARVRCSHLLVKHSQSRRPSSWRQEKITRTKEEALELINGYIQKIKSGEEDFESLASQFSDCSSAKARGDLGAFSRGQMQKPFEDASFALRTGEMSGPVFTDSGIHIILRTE
rTrxR1 inhibitor – inhibitors of rat thioredoxin reductase 1; O89049; recombinant rTrxR1, NADPH fluorescence consumption, selenite substrate; Potency, µM (series often up to 114 µM), inactives show top-dose activity change, negative = inhibition, hits mostly inhibitors; actives 1% (n = 390,000); also: % is scaled to controls: 0 for no effect and ±100 for the full control effect; nearly all actives have a fitted effect of over 65% in size
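Rat TrxR1 (90 nM in the dispensed reagent) was pre-reduced with 400 uM NADPH for 5 min at room temperature, then incubated with compound for 15 min. After 400 uM selenite was added, NADPH fluorescence (Ex 340/Em 450 nm) was followed for 8 min.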
HP1b binding inh – blocks HP1-beta chromodomain binding to methylated histone tails; Potency, µM (series often up to 114 µM), for the others: top-dose activity change, negative = inhibition, usual class: inhibitors; P83916; AID 540317; AlphaScreen HP1-beta / biotin-H3K9me3 peptide binding; actives 0.56% (n = 390,000); also: nearly all actives have a fitted effect of over 70% in size; inactives centre near 23
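AlphaScreen: HP1-beta (50 nM) preformed 30 min with biotin-H3(1-18)K9me3 peptide (50 nM) in PBS pH 7.4, 0.01% Tween-20. Compound added for 30 min at RT, then streptavidin donor/nickel chelate acceptor beads (10 ug/mL) for 30 min.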
ERG-DNA inh – inhibitors of human ERG Ets domain-DNA interaction; P11308; fluorescence polarization, His-ERG Ets domain / labelled DNA; Potency, µM (top dose mostly 76.9 µM), for inactives: top-dose FP activity, negative = inhibition, usual class: inhibitors; actives 0.028% (n = 370,000); AID 624246; active = well fitted inhibition curve with a large enough effect in the polarisation, with a control signal flat; inconclusive = small, poorly fitted or top-dose-only effect, or effect the other way, or a change in a side signal; inactive = no such curve, though single readings can be large or run the other way; the % refers to the polarisation;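 also: polarization taken with two DNA probes labelled with fluorescein and Texas red; % of control where 0% means no effect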
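His-tagged ERG Ets domain (1 uM in the protein solution; 300mM KCl, 50mM Tris-HCl, 1mM EDTA, 1mM DTT, pH 7.5) received compound, then a probe mix of 5 nM fluorescein-DNA and 100nM Texas-615-DNA. Fluorescence polarization was read for both dyes.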
PGK inhibitor – blocks T. brucei phosphoglycerate kinase | P07378 | PGK/GAPDH coupled, Kinase-Glo luminescence, 60 min | Potency, µM (top dose mostly 57.5 µM), inactives show at the highest dose activity change, negative = inhibition, actives largely listed as inhibitors | actives 0.043% (n = 380,000); also: % is scaled to controls: 0 for no effect and ±100 for the full control effect; nearly all actives have a fitted effect of over 60% in size
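Luminescent ATP detection (Kinase-Glo Plus) follows a 60-minute room-temperature incubation, with wells lacking PGK as controls. Buffer: 100 mM TEA (pH 7.6), 5 mM MgCl2, 0.01% Tween-20. Coupling enzyme GAPDH (100 nM final) supplies unstable 1,3-BPG in-well.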
JMJD2A Tudor inh – inhibitors of human JMJD2A Tudor domain; O75164; AlphaScreen JMJD2A-Tudor / H3K4me3 peptide binding; Potency, µM (titrated, usually from 114 µM), without a hit: at the top dose activity change, negative = inhibition, most hits filed as inhibitors; actives 4.4% (n = 390,000); AID 504339; also: % is scaled to controls: 0 for no effect and ±100 for the full control effect; nearly all actives have a fitted effect of over 50% in size
RGS4 inh – blocks human RGS4-accelerated GTP hydrolysis | Transcreener GDP fluorescence polarization, RGS4-accelerated GTP hydrolysis | Potency, µM (doses to about 114 µM), for the others: top-dose activity change, negative = inhibition, most hits filed as inhibitors | actives 0.039% (n = 390,000) | AID 504845; also: % is scaled to controls: 0 for no effect and ±100 for the full control effect; nearly all actives have a fitted effect of over 75% in size; some results filed as inactive show a strong effect at the top dose
Target sequence (P49798 whole entry, looked up): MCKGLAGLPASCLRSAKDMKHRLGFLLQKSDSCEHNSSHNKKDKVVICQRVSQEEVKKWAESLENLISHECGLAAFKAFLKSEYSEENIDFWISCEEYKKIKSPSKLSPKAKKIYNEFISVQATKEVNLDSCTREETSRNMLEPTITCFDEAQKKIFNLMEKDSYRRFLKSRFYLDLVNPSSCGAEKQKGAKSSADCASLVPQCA
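MLSMR compounds (23 nl, pin-transferred) preincubated 10 min at room temperature with a 500nM (2x) first reagent, then RGS4 at 900nM (2x) plus Transcreener GDP mix added; fluorescence polarization (620/688 nm) read before and after 90 min at 30 °C.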
12-LOX inh – blocks human arachidonate 12S-lipoxygenase; P18054; Potency, µM (highest dose often 108 µM), for the others: at the top dose activity change, negative = inhibition, most hits filed as inhibitors; AID 1671190; purified 12hLO, xylenol orange hydroperoxide absorbance; actives 1.1% (n = 580,000); also: % is scaled to controls: 0 for no effect and ±100 for the full control effect
Target sequence (P18054 whole entry, looked up): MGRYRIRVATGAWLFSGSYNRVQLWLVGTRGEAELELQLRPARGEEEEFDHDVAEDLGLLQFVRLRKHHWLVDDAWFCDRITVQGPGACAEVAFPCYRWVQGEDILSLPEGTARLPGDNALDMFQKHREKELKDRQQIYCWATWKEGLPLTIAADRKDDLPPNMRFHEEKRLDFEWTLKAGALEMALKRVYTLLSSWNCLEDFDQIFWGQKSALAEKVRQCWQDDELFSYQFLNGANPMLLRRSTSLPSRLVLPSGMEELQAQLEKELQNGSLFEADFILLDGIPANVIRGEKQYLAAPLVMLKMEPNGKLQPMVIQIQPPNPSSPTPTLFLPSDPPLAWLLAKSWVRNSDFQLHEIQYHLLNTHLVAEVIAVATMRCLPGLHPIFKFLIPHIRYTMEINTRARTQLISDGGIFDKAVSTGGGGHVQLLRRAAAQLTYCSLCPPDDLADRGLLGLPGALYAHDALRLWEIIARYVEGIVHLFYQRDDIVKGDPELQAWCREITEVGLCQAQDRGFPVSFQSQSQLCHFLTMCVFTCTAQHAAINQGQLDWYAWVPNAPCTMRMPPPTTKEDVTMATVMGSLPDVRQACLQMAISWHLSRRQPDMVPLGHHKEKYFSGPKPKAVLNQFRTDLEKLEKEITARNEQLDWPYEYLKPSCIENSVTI
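Purified human 12hLO at 150 nM in 25 mM Hepes, 0.01% Triton X-100, pH 7.0, preincubated 15 min at room temperature with compound. Reaction started with 40 uM arachidonic acid, 30 min at room temperature. Hydroperoxide measured by Fe-xylenol orange, 573/405 nm absorbance ratio.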
The depositor's hits bear a star; i = inactive; u = inconclusive; [ ] = remark or other dose. Unless noted, calls follow the shape of the dose curve; as a rule, active = well fitted curve in the direction sought with a large enough effect; inconclusive = small, poorly fitted or top-dose-only effect, or another doubt; inactive = no such curve, though single readings can be large; an effect the other way counts as inactive or inconclusive. Potency is read from the fitted curve at half-maximal effect. Not all compounds are listed. The share of hits here may be higher or lower than overall.

SMILES	GLS inhibitor	Pin1 inh	rTrxR1 inhibitor	HP1b binding inh	ERG-DNA inh	PGK inhibitor	JMJD2A Tudor inh	RGS4 inh	12-LOX inh
CCNC(=S)N1CCN(Cc2ccccc2)CC1	-1%	3%	-5%	u	-4%	i	8.9µM*	3%	-4%
N#C/C(=C\c1c(N2CCC(C(N)=O)CC2)nc2ccccn2c1=O)C(=O)NCc1ccco1	-22%	10%	-12%	22%	u	0%	-14%	-13%	-27%
Cc1ccc(OCCCC(=O)Nc2nc3ccccc3[nH]2)cc1	0%	3%	22%[57.1 µM]	21%	-1%	i	-18%	20%	0%
Cc1ccc(C2=CC(c3ccccc3C)n3c(nc4ccccc43)N2)cc1 (stereo not given)	u	u	22%[57.1 µM]	37%[activator]	4%	8%	3%	-2%	27%
C[C@@H]1CN([C@H](C)CO)C(=O)Cc2cc(NC(=O)CCC(F)(F)F)ccc2O[C@@H]1CN(C)C(=O)NC1CCCCC1	-2%	10%	u	98%[activator]	14%	-5%	-9%	-5%	30%[activator]
O=C(Nc1ccc2c(c1)CCC2)c1ccccc1Br	0%	0%	8%[57.1 µM]	28%	14%	-9%	-13%	10%	-9%
C=CCSc1nc2c(c(=O)[nH]c(=O)n2C)n1C(C)C	6%	-1%	17%[57.1 µM]	-36%	-2%	1%	-14%	15%	u
COc1cc2c(cc1OC)/C(=C/C(=O)c1ccc(OC)c([N+](=O)[O-])c1)NCC2	16%	0%	9%	15%	6%	-2%	-22%	-16%[56.9 µM]	-26%
C=CCNC(=O)c1onc(CS(=O)(=O)c2cc(C)cc(C)c2)c1C(=O)NCC=C	-5%	0%	-1%	36%	3%	i	-7%	13%	24%
CN(c1ccc(OCC(=O)NCCc2ccccc2)cc1)S(=O)(=O)c1ccc(Cl)cc1	1%	11%	-2%	25%	5%	-1%	-10%	-11%	-13%
Cc1cccc(C)c1NC(=O)C1c2cccc[n+]2CC(=O)N1Cc1ccc2c(c1)OCO2 (stereo not given)	15%	18%	12%	29%	26%	0%	-16%	-24%	u
CC(=O)Nc1ccc(NS(=O)(=O)c2ccc(CN3C(=O)c4cccnc4C3=O)cc2)cc1	20%	-1%	-8%	35%	-17%	-3%	-10%	10%	-5%
CN(C)c1ccc(C(=O)C(O)c2ccccc2)cc1 (stereo not given)	40%[activator]	-4%	-10%	-8%	-4%	-3%	-12%	-11%	0%
COC(=O)c1cc(/C=C/c2ccccc2)on1	-16%	4%	2%	-5%	-9%	-3%	-11%[11.4 µM]	-6%[11.4 µM]	26%
O=C(OC1CCCCC1=O)c1cccc(S(=O)(=O)NCc2ccccc2)c1 (stereo not given)	14%	-1%	-18%	37%	-2%	0%	-1%	-21%	469%[activator]

Sorted by length of the SMILES (lowest first): some entries from above.
SMILES	GLS inhibitor	Pin1 inh	rTrxR1 inhibitor	HP1b binding inh	ERG-DNA inh	PGK inhibitor	JMJD2A Tudor inh	RGS4 inh	12-LOX inh
COC(=O)c1cc(/C=C/c2ccccc2)on1	-16%	4%	2%	-5%	-9%	-3%	-11%[11.4 µM]	-6%[11.4 µM]	26%
CN(c1ccc(OCC(=O)NCCc2ccccc2)cc1)S(=O)(=O)c1ccc(Cl)cc1	1%	11%	-2%	25%	5%	-1%	-10%	-11%	-13%
N#C/C(=C\c1c(N2CCC(C(N)=O)CC2)nc2ccccn2c1=O)C(=O)NCc1ccco1	-22%	10%	-12%	22%	u	0%	-14%	-13%	-27%

The list goes on:
SMILES	GLS inhibitor	Pin1 inh	rTrxR1 inhibitor	HP1b binding inh	ERG-DNA inh	PGK inhibitor	JMJD2A Tudor inh	RGS4 inh	12-LOX inh
Cc1ccc(S(=O)(=O)c2cn(C)c3cc(N4CCN(C)CC4)c(F)cc3c2=O)c(C)c1	-1%	-3%	-16%	32%[activator]	-3%	-7%	-20%	-6%	-16%
COCCNC(=O)c1ccc(S(=O)(=O)N2CCCc3ccccc32)cc1	-1%	-3%	7%[57.1 µM]	-32%	9%	-8%	-10%	2%	19%
COc1ccc(C(C(=O)NC2CCCCC2)N(CC2CCCO2)C(=O)CCCC(=O)Nc2ccccn2)cc1 (stereo not given)	2%	-2%	10%	10%	4%	6%	-4%	-12%	-10%
CCCCn1nc(C(=O)N(CCOC)c2c(N)n(CCCC)c(=O)[nH]c2=O)c2ccccc2c1=O	0%	3%	15%	32%	0%	-4%	10%	-6%	2%
O=C(CN1CCN(C(=O)c2ccco2)CC1)Nc1ccc(Cl)c(C(F)(F)F)c1	-10%	36%[activator]	-41%	21%	-1%	-12%	7%	-13%	-24%
CCN(CC)CCNC(=O)CCCCn1c(=S)[nH]c2c([nH]c3ccc(OC)cc32)c1=O	-4%	4%	-16%	u	-3%	-10%	4µM*	-26%	u
CCCc1nc2oc3cc(OC)ccc3c(=O)c2c(=O)n1Cc1ccco1	2%	u	-36%	-11%	4%	-5%	u	-12%	u
Cc1ccc(C(=O)NCC#N)cc1	8%	0%	11%[57.1 µM]	24%	2%	3%	10%	-22%	8%
CC1=C(C(=O)N2CCCC(N3CCN(c4ccccc4C)CC3)C2)OCCO1 (stereo not given)	16%	-9%	15%	27%	-2%	-7%	9%	5%	0%
CC1(C)Cc2c(c(N3CCOCC3)nc3sc(C#N)c(N)c23)CS1	9%	-1%	20%	43%[activator]	12%	3%	-4%	-47%	-5%
CCOc1ccc(C(=O)N(CC(=O)Nc2cccc(C)c2C)CC2CCCO2)cc1OC (stereo not given)	-1%	u	25%	26%	-22%	-9%	3%	42%	31%[activator]
CCCNC(=O)C1CCN(S(=O)(=O)c2ccc(Br)cc2)CC1	-1%	-8%	12%	23%	2%	-1%	-11%	13%	-11%
CNc1ccccc1C(C)(C)c1cc(-c2cccc(Br)c2)no1	10%	45%[activator]	5%	28%	87%[activator]	0%	-24%	7%	u
Cc1ccc2c(CC(=O)Nc3c(C(=O)c4ccc(C)c(F)c4)oc4ccccc34)coc2c1	0%	10%	9%	20%	9%	8%	2%	30%	-6%
Cc1ccccc1C(=O)Nc1cccc(-c2ccc(N3CCOCC3)nn2)c1	-14%	-1%	1%	17%	0%	i	-5%	-25%	8%
CCc1ccccc1OCC(=O)OCC(=O)Nc1cc(C)on1	-1%	5%	25%	31%	-9%	i	-10%	8%	0%
COc1cc(CO)cc(Br)c1OCc1cccnc1	-1%	-9%	5%	18%	-2%	i	-7%	1%	0%
CCCCN(C(=O)CCC(=O)Nc1cc(C)on1)C(C(=O)NC(C)(C)C)c1cccc(OC)c1OC (stereo not given)	6%	7%	-4%	14%	-10%	-6%	-14%	5%	-1%
CCc1cc(=O)oc2cc(OCC(=O)O)c(Cl)cc12	-4%	4%	-12%	34%	-8%	-7%	-12%[57.1 µM]	-1%[56.9 µM]	u
O=C(CCN1C(=O)c2ccccc2S1(=O)=O)Nc1ccccc1O	17%	-10%	9%[57.1 µM]	31%	-2%	1%	18%	7%	-3%
c1ccc(Nc2nc(-c3ccccn3)cs2)cc1	u	4%	5%	11%	3%	-18%	u	-5%	3%
Cc1ccc(C(=O)c2oc3ccccc3c2N)cc1	15%	-2%	-3%[57.1 µM]	35%	-6%	8%	5%	8%	-11%
COc1cc(CCC(=O)NNC(=O)c2ccc(Cl)cc2)cc(OC)c1OC	-2%	3%	12%	73%[activator]	-2%	3%	-14%	-13%[56.9 µM]	-10%
On1nnc2ccc(C(F)(F)F)cc21	-9%	-1%	-19%	20%	-13%	-5%	5%	-24%	1%
CCC(C)N1C(=O)N(c2cccc(Cl)c2)C(C)(O)CC1(C)C (stereo not given)	-6%	-7%	17%	30%	-10%	i	-5%	10%	10%
Cc1cc(NC(=O)CCC(=O)N(Cc2ccco2)C(C(=O)NC2CCCC2)c2ccccc2F)no1 (stereo not given)	0%	-1%	12%	13%	-2%	6%	1%	-4%	-5%
COc1cc(OC)cc(C(=O)N[C@H](C(=O)NC2CCCc3ccccc32)C(C)C)c1 (stereo not given in full)	2%	-1%	8%	16%	0%	12%	-10%	-4%	u
O=C(NCCCN1CCOCC1)c1ccc(CS(=O)(=O)c2ccc(Br)cc2)o1	1%	6%	-11%[57.1 µM]	41%[activator]	9%	15%	1%	11%	173%[activator]
O=S(=O)(NCC1CCN(Cc2ccccc2)CC1)c1ccccc1C(F)(F)F	-2%	2%	15%[57.1 µM]	7%	10%	-6%	-5%	-5%	-23%
COc1ccc(/C=N/n2cnnc2)cc1Oc1nc(Cl)ncc1F	3%	3%	9%[57.1 µM]	34%	6%	-9%	-14%	23%	5%
O=C(O)CSCC(=O)NCc1cccc(C(F)(F)F)c1	0%	-1%	30%	45%[activator]	0%	-4%	-5%	-5%	-3%
Cc1cc(C(=O)N/N=C/C=C/c2ccc(Br)cc2)n[nH]1	0%	0%	22%	29%	1%	-4%	-4%	-10%	25%
O=C(c1cccc(Cl)c1)N1CCN(Cc2ccccc2)CC1	-2%	3%	6%	20%	1%	-3%	-11%	8%	1%
CC(C)n1cc(/C(N)=N/O)c(=O)n(Cc2ccccc2)c1=O	11%	2%	18%	51%[activator]	7%	-9%	-5%	-5%	u
COc1ccc(Nc2cc(C(=O)NCCCN(C)Cc3ccccc3)c3ccccc3n2)c(OC)c1	19%	-3%	29%[57.1 µM]	u	2%	i	32µM*	5%	u
CCCNC(=O)c1n[nH]c(=O)c2ccccc12	-7%	-6%	28%[57.1 µM]	42%[activator]	-10%	-9%	10%	-19%	0%
